# Screens deposited in PubChem BioAssay by several laboratories.
# KOR beta-arrestin-1: kappa opioid receptor activators – cell-based, luminescence, uHTS, primary screen (AID 1777) | activation, % at 10 µM, or EC50 in µM where a hit was titrated | hit rate 0.02% among 280,000 | KOR beta-arrestin recruitment, luminescence; higher % means a stronger effect; in the data active = activation above about 50%, passing the limit was not always enough; also: a part of the inactive calls stands beside numbers as strong as those of hits
# NOD2 inhibition: NOD2 signaling inhibitors, cell-based, luminescence, uHTS, HEK293 (AID 1566). HEK293 NOD2/NF-kB luciferase reporter, luminescence; higher % means a stronger effect. inhibition, % at 4 µM; hits with a dose series show EC50 in µM. hit rate 0.63% among 290,000; also: many of its hits are not listed in these tables
# KOR beta-arrestin-2: KOR antagonists, beta-arrestin recruitment, cell-based, luminescence, uHTS (AID 1778); inhibition, % at 10 µM; hits with a dose series show IC50 in µM; hit rate 0.091% among 290,000; KOR beta-arrestin recruitment, luminescence, antagonist mode; higher % means a stronger effect; also: strong numbers were not always called active
# Myeloid diff MLP: compounds promoting myeloid differentiation. ER-HoxA9 myeloid progenitors, lysozyme-GFP differentiation, flow cytometry. calls only at 10 µM. hit rate 1% among 360,000. AID 624256;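 active = normalized GFP-positive differentiation at or above the plate's own cutoff, the solvent-only control mean plus 3 SD; inconclusive = no clear call, values can overlap the other calls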;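 also: cells exposed to compound for four days before flow analysis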
# SIAH1 antagonists: blockers of Siah-1 interaction with plectin peptide – biochemical, fluorescence polarization, rhodamine-plectin, uHTS, primary screen (AID 1817); Siah-1 / rhodamine-plectin peptide fluorescence polarization; higher % means a stronger effect; one-dose displacement, % at 20 µM; IC50 in µM for titrated hits; hit rate 0.02% among 290,000;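 active = displacement of at least 50% at 20 µM, with a fluorescence ratio check between 0.3 and a set limit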;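 also: plate controls were Siah plus tracer with DMSO for no effect and tracer alone without Siah for full effect; strong numbers were not always called active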
# NOD1 inhibition: inhibition of NOD1-driven NF-kB reporter – cell-based, luminescence, uHTS, primary screen (AID 1578); NOD1-driven NF-kB luciferase reporter cells, luminescence; higher % means a stronger effect; one-dose inhibition, % at 4 µM; EC50 in µM for titrated hits; hit rate 1% among 290,000; in the data active = inhibition mostly above about 36%, no sharp cut-off; inactive = mostly below about 34%;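 also: HEK-293T reporter cells stimulated with the NOD1 agonist gamma-tri-DAP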
# LYP phosphatase: PTPN22 lymphoid phosphatase activity blockers – biochemical, fluorescence intensity, uHTS (AID 1779); recombinant LYP phosphatase, fluorescence intensity; higher % means a stronger effect; inhibition, % at 11.5 µM, or IC50 in µM where a hit was titrated; hit rate 0.054% among 290,000;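 also: plate controls were vehicle with enzyme for no effect and no enzyme for full effect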
# PhoP inhibition: PhoP-dependent GFP reporter repression – Salmonella Typhimurium, primary screen (AID 1863); S. Typhimurium PhoP-regulated promoter GFP reporter, 4 h; higher % means a stronger effect; inhibition, % at 50 µM, or IC50 in µM where a hit was titrated; hit rate 0.16% among 300,000;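 active = inhibition over 29.93%, a cutoff 3 SD above the screen mean, later confirmed by dose response; inconclusive = inhibition over 29.93% but no dose response follow-up; inactive = inhibition at most 29.93% or unconfirmed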;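 also: 0% = low Mg2+ inducing control and 100% = high Mg2+ repressing control; strong numbers were not always called active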
# HIV fusion peptide: cell-free HIV fusion peptide-binding blockers – biochemical, uHTS, fluorescence dequenching, primary screen (AID 1986). hit rate 0.3% among 290,000. cell-free peptide binding, fluorescence dequenching, 30 min; higher % means a stronger effect. inhibition, % at 20 µM, or IC50 in µM where a hit was titrated; in the data active = inhibition mostly above about 52%, no sharp cut-off; inactive = mostly below about 76%; also: some results filed as inactive read as strong as hits
# Myeloid diff MLP GFP+ MAC1+ %: second read-out of Myeloid diff MLP, no call of its own (marks repeat the call); GFP+ MAC1+ double positive, %; measured here: differentiation confirmed by MAC1 staining
# Starred values were filed as active, the others as inactive; i = inactive; ? = inconclusive; · = no result given; [ ] = another dose, or the depositor's remark. Rule as the data show it, unless noted: active = inhibition above about 50%; inactive = the rest. These rows are one share of the data. The share of hits here may be higher or lower than overall.
SMILES,KOR beta-arrestin-1,NOD2 inhibition,KOR beta-arrestin-2,Myeloid diff MLP,Myeloid diff MLP GFP+ MAC1+ %,SIAH1 antagonists,NOD1 inhibition,LYP phosphatase,PhoP inhibition,HIV fusion peptide
Cc1ccc(NS(=O)(=O)c2ccc(OCC(=O)NCC3CCCO3)cc2)cc1 (stereo not drawn),-2.0%,4%,-1%,i,0.5,6%,-3%,-9%,-2%,0.6%
CC(=O)Nc1ccc(Nc2ncnc(N)c2[N+](=O)[O-])cc1,2.1%,26%,31%,i,0.4,-5%,20%,-11%,3%,0.0%
CCOC(=O)CNC(=O)c1ccccc1,-2.3%,13%,6%,i,1.3,4%,-21%,-9%,-2%,0.1%
COc1nc(OC)nc(N2CCC(NC(=O)C(Cc3cccc(OC)c3OC)NC(C)=O)CC2)n1 (stereo not drawn),-1.8%,-4%,21%,i,0.1,-6%,2%,-7%,1%,-0.7%
CCCC(c1nnnn1C(C)(C)C)N1CCN(Cc2ccccc2OC)CC1 (stereo not drawn),·,-4%,-5%[20 µM],i,0.3,-2%,25%,-6%,10%,-1.7%
CC(=O)Nc1ccc(NC(=O)CSc2nncn2C)cc1,-3.3%,5%,-16%,i,0.7,1%,-12%,-7%,-1%,-0.7%
CCCCCC/C=N/Nc1nnc(Cc2ccccc2)c(=O)[nH]1,1.3%,-8%,26%,i,1.2,-1%,-2%,-7%,3%,-1.6%
CCCOc1ccc(N2C(=O)CC(N(Cc3ccc(OC)cc3)C(=S)Nc3ccccc3)C2=O)cc1 (stereo not drawn),-6.1%,-184%,-20%,i,0.0,-3%,-32%,-2%,-14%,-0.6%
Cc1ccc(S(=O)(=O)N2CCCN(C(=O)c3cc4ccccc4[nH]3)CC2)cc1,-4.3%,-14%,-28%,i,0.7,-2%,-1%,3%,7%,1.1%
O=C(COC(=O)CCc1nc2ccccc2n1-c1ccccc1)Nc1cccc(Cl)c1,1.7%,9%,-2%,i,1.7,-1%,-7%,1%,-2%,-1.3%
CC12CCC(C(=O)NC(c3ccccc3)c3ccccc3)(OC1=O)C2(C)C (stereo not drawn),-3.5%,16%,9%,i,0.5,2%,7%,-6%,8%,0.2%
Fc1ccccc1COc1ccccc1/C=N/Nc1nc(N2CCCC2)nc(N2CCCC2)n1,3.4%,-12%,-37%,i,0.7,-2%,6%,0%,10%,0.8%
CCN1CCN(c2nc(N)c([N+](=O)[O-])c(Nc3ccc(C)c(C)c3)n2)CC1,-3.3%,14%,-28%,i,1.0,0%,-38%,0%,-3%,1.1%
Cc1ccccc1NC(=O)Cn1nnc2sc3c(c2c1=O)CC(C)(C)OC3,-2.0%,10%,5%,i,1.0,-4%,2%,-4%,-7%,-1.1%
O=C(O)c1cc([N+](=O)[O-])ccc1N1CCC(Cc2ccccc2)CC1,-3.9%,12%,-18%,i,0.2,1%,-13%,8%,-4%,4.8%
O=C(NCc1ccc(F)cc1)c1ccncc1,-0.9%,12%,-34%[20 µM],i,0.6,-7%,4%,-7%,-4%,-0.6%
COc1ccc(NC(=O)C2OCCc3ccccc32)c(OC)c1 (stereo not drawn),2.3%,-13%,0%,i,0.7,-4%,-25%,-2%,-4%,-0.5%
Fc1cccc(Nc2ncnc3c2cnn3-c2ccccc2)c1,-1.7%,-38%,27%,i,2.1,11%,-5%,-2%,-4%,-0.2%
O=C(c1ccc2nccnc2c1)N1CCCC(N2CCN(c3ccc(F)cc3)CC2)C1 (stereo not drawn),-1.9%,-2%,-17%,i,1.3,-2%,-19%,-1%,1%,-0.1%
O=C(c1ccc(F)cc1)C1CCN(C(=O)NC2CCCCC2)CC1,-6.3%,3%,0%,i,0.5,-5%,3%,-8%,-4%,-1.5%

# As a working copy, two of the compounds above:
SMILES,KOR beta-arrestin-1,NOD2 inhibition,KOR beta-arrestin-2,Myeloid diff MLP,Myeloid diff MLP GFP+ MAC1+ %,SIAH1 antagonists,NOD1 inhibition,LYP phosphatase,PhoP inhibition,HIV fusion peptide
Cc1ccc(NS(=O)(=O)c2ccc(OCC(=O)NCC3CCCO3)cc2)cc1 (stereo not drawn),-2.0%,4%,-1%,i,0.5,6%,-3%,-9%,-2%,0.6%
CC(=O)Nc1ccc(Nc2ncnc(N)c2[N+](=O)[O-])cc1,2.1%,26%,31%,i,0.4,-5%,20%,-11%,3%,0.0%

# Next section:
SMILES,KOR beta-arrestin-1,NOD2 inhibition,KOR beta-arrestin-2,Myeloid diff MLP,Myeloid diff MLP GFP+ MAC1+ %,SIAH1 antagonists,NOD1 inhibition,LYP phosphatase,PhoP inhibition,HIV fusion peptide
Cn1c(=O)oc2cc(S(=O)(=O)NC3CCN(Cc4ccccc4)CC3)ccc21,11%,2%,-26%,i,2.7,-8%,32%,-11%,-8%,-0.3%
Cc1ccccc1OCC(=O)OC1CCN(C)CC1,3.7%,2%,-26%,i,1.2,-3%,16%,-9%,-3%,-1.7%
N/C(=N\N=C\c1ccc([N+](=O)[O-])cc1)c1nonc1N,1.3%,-80%,3%,i,1.0,1%,-3%,1%,-7%,0.6%
COC(=O)c1cccc(C(=O)Nc2cnc3ccccc3c2)n1,2.8%,-10%,-1%,i,0.3,-2%,-65%,-3%,-1%,2.2%
CCC(NC(=O)c1cc(COc2ccc(F)c(F)c2)on1)c1ccncc1 (stereo not drawn),2.1%,-3%,-3%,i,0.6,-4%,6%,-9%,·,1.5%
CC(=O)N1CCOc2ccc(S(=O)(=O)N3CCCCC3)cc21,-1.3%,-1%,-13%,i,6.5,-10%,-29%,2%,-10%,-0.4%
N#Cc1ccc(S(=O)(=O)NC2CCN(Cc3ccccc3)CC2)cc1,3.1%,4%,-1%,i,0.3,11%,-6%,-10%,3%,-0.8%
COc1ccc(OC)c(CN2CCN(CCCc3ccccc3)C(CCO)C2)c1 (stereo not drawn),-3.1%,-15%,-21%[20 µM],i,0.2,6%,-22%,-8%,6%,-0.7%
O=c1cc(N2CCCCC2)c(-c2ccccc2)nn1Cc1cccc(F)c1,-1.4%,9%,-19%,i,0.1,6%,-37%,6%,10%,0.6%
COc1ccc(NC2CC(=O)N(C(C)C)C2=O)cc1 (stereo not drawn),-1.6%,-61%,-42%,i,0.8,5%,-42%,-4%,0%,-0.3%
O=C(OCC(=O)N1CCCC1)c1ccc(NS(=O)(=O)c2cccs2)cc1O,0.1%,17%,-8%,i,0.3,-2%,-9%,0%,0%,-0.3%
Clc1ccc(C2CC(c3cccs3)n3ncnc3N2)cc1 (stereo not drawn),-2.1%,13%,38%,i,0.9,-4%,0%,-2%,0%,-0.1%
O=C(Nc1cccc(Cl)c1)N1CCCCCC1,-1.5%,2%,3%,i,0.6,1%,-3%,-13%,-4%,0.4%
CCN(CC)S(=O)(=O)c1ccc2oc(C(=O)N3CCc4ccccc4C3)c(C)c2c1,7.4%,12%,5%,i,0.5,0%,16%,2%,-7%,-0.6%
O=C(N/N=C\c1cc([N+](=O)[O-])ccc1N1CCCC1)c1ccccn1,-3.6%,11%,-3%[20 µM],i,0.1,-1%,-30%,-3%,-15%,-1.2%
Cc1snc(S(=O)(=O)/C(C#N)=N/Nc2ccc(C(F)(F)F)cc2)c1C#N,3.1%,-111%,35%,i,0.8,-3%,-22%,4%,7%,52%
CC(NC(=O)c1ccccc1F)c1ccccc1 (stereo not drawn),-0.6%,0%,4%,i,0.1,-2%,1%,-6%,5%,-0.5%
O=C(COC(=O)c1ccccc1F)Nc1cc(S(=O)(=O)N2CCOCC2)ccc1N1CCCC1,1.4%,8%,-42%,i,0.8,2%,-38%,-1%,3%,0.0%
C[N+](C)(C)CCCN(Cc1ccc2c(c1)OCO2)C(=O)NC1CCCCC1,2.1%,1%,-21%,i,0.8,-2%,8%,-10%,-8%,-0.8%
CC(C)c1ccc(/C=C2\SC(=O)N(CC(=O)NC3C=CS(=O)(=O)C3)C2=O)cc1 (stereo not drawn),1.6%,-35%,-36%,?,·,49%,-15%,-8%,-2%,-1.2%
Cc1cccc(C(=O)Nc2ccccc2SCC(=O)Nc2ccc(C)c(Cl)c2)c1,-4.3%,3%,-8%,i,0.3,10%,69%,-5%,-14%,1.0%
Cc1cc(=O)oc2c3c(cc(OCC(=O)N4CCC(C(=O)O)CC4)c12)OC(C)(C)CC3,-2.2%,-6%,-3%[20 µM],i,1.2,-5%,-29%,-14%,10%,0.5%
CN(C(=O)COc1ccc(Br)cc1Cl)C1CCCCC1,-2.1%,-14%,26%[20 µM],i,0.9,13%,-35%,-6%,-2%,0.4%
O=C(Nc1nc2ccc(Cl)cc2s1)c1ccc(Br)o1,-0.1%,-74%,-6%,i,1.5,13%,·,1%,-10%,-1.5%
Cc1csc(SC(C)C(=O)NCC2CCCCC2)n1 (stereo not drawn),-0.9%,10%,4%,i,0.8,3%,-16%,-10%,0%,-0.1%
CN(C(=O)c1cccc(COc2ccc(Cl)cc2Cl)c1)c1ccccc1,4.6%,-60%,14%,i,0.1,-1%,-1%,-12%,-10%,-0.9%
Cc1cc(OCC(=O)NC(C)c2ccccc2)ccc1[N+](=O)[O-] (stereo not drawn),-1.3%,1%,-16%[20 µM],i,0.4,3%,-17%,-9%,-2%,-1.5%
O=C1c2c(Br)c(Br)c(Br)c(Br)c2C(=O)N1c1ccccn1,1.0%,3%,-60%[20 µM],i,0.2,6%,-30%,-3%,2%,2.9%
CCN1CCN(C(c2ccc(F)cc2)c2nnnn2Cc2cccs2)CC1 (stereo not drawn),-4.4%,10%,-10%,i,1.2,-1%,5%,-2%,-12%,-1.4%
CCOC(=O)c1sc2nc(C3CC3)cc(-c3ccc(OC)cc3)c2c1N,2.4%,17%,-13%,i,2.0,-1%,-8%,3%,-2%,2.6%
O=C(Nc1cccc(Cl)c1N1CCCC1)c1ccc([N+](=O)[O-])o1,-0.1%,15%,-29%,i,0.7,14%,-14%,-1%,-2%,-1.4%
Cc1ccc2nc(-c3ccccc3)cc(C(=O)NCCCn3ccnc3)c2c1,6.9%,23%,14%,i,0.5,0%,24%,-10%,0%,-2.4%
C/C(NCC(C)(C)CN(C)C)=C(/C#N)C(=O)NCc1ccccc1,-5.3%,14%,25%,i,0.6,4%,-2%,-3%,18%,1.3%
CCCCCOc1ccc(NC(=O)c2cc(SC)ccc2Cl)cc1,6.2%,13%,17%,i,1.2,9%,0%,-8%,-1%,3.1%
COc1ccc(N2CCN(C(=O)c3cccn4c(=O)c5ccccc5nc34)CC2)cc1,-3.7%,21%,34%,i,0.7,1%,3%,-7%,-4%,-1.4%
COc1ccc(N(CC(=O)Nc2ccc(C)cn2)S(=O)(=O)c2c(C)noc2C)cc1,3.3%,6%,0%,i,0.2,0%,37%,-2%,-2%,1.3%
CCOc1ccc(N2C(=O)C3C(c4ccccc4F)NN(C(=O)c4ccc(C)cc4)C3C2=O)cc1 (stereo not drawn),-2.1%,11%,8%,i,1.4,-6%,14%,8%,-1%,-3.0%
O=C(c1ccc(NS(=O)(=O)c2ccccc2)cc1)N1CCCCCC1,7.7%,4%,-13%,i,0.9,13%,-25%,-10%,0%,1.0%
